Assay outcomes deposited in PubChem BioAssay by National Center for Advancing Translational Sciences (NCATS).
PI4K2A inh: PI4K2A (human) kinase inhibition | Q9BTU6 | purified PI4K2A, ADP-Glo luminescence, 1 h; stronger effect = lower value | 0.13% of 420,000 active | activity change, negative = inhibition, % at 76.9 µM; in the data active means activity change below about -50%; inconclusive means mostly about -30% to -49%;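 further: -100% = wells without enzyme as full effect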
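ADP-Glo luminescence measured ADP generated by PI4K2A enzyme (4 ug/mL before mixing) with 1.2 mM PI substrate (pre-mix) and 300 microM ATP (pre-mix). Tris pH7.5 buffer with MgCl2, Triton X-100; 1 h reaction at ambient temperature.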
Pol eta inh: inhibitors of human DNA polymerase eta; Q9Y253; recombinant Pol eta, fluorescent DNA replication assay; Potency, µM (titrated, usually from 114 µM), without a hit: top-dose activity change, negative = inhibition, most hits filed as inhibitors; 1.2% of 390,000 active; further: potency means the concentration at half of the fitted maximal effect; on the % scale 0 is the no-effect control and ±100 the full control effect
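Pol eta at 10 nM preincubated with compounds 15 min at room temperature; reaction started with fluorescent substrate (50 nM final) and read kinetically at 0 and 10 min.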
BAZ2B block: inhibitors of human BAZ2B bromodomain; AlphaScreen BAZ2B-H3K14Ac peptide displacement; Potency, µM (top dose mostly 114 µM), for the others: top-dose activity change, negative = inhibition, usual class: inhibitors; 4.4% of 360,000 active; further: potency means the concentration at half of the fitted maximal effect; on the % scale 0 is the no-effect control and ±100 the full control effect; nearly all actives have a fitted effect of over 60% in size
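AlphaScreen displacement: compounds (up to 110uM) incubated 30 min at room temperature with a preformed 50 nM BAZ2B/50 nM biotinylated H3K14Ac peptide complex in PBS pH 7.4 with Tween-20. Donor and acceptor beads at 10 ug/mL final added, 20 min light-protected before reading.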
JMJD2A Tudor inh: inhibitors of human JMJD2A Tudor domain | O75164 | AlphaScreen JMJD2A-Tudor / H3K4me3 peptide binding | Potency, µM (doses to about 114 µM), for the others: top-dose activity change, negative = inhibition, usual class: inhibitors | 4.4% of 390,000 active; further: potency means the concentration at half of the fitted maximal effect; on the % scale 0 is the no-effect control and ±100 the full control effect; nearly all actives have a fitted effect of over 50% in size
G9a inh: inhibitors of human histone lysine methyltransferase G9a. Q96KQ7. G9a H3K9 monomethylation, AlphaScreen, 2 h. Potency, µM (doses to about 102 µM), inactives show at the top dose activity, negative = inhibition, usual class: inhibitors. 8.8% of 350,000 active. AID 504332; further: potency means the concentration at half of the fitted maximal effect; on the % scale 0 is the no-effect control and ±100 the full control effect; nearly all actives have a fitted effect of over 75% in size
Target sequence (Q96KQ7 913-1193 limits assumed): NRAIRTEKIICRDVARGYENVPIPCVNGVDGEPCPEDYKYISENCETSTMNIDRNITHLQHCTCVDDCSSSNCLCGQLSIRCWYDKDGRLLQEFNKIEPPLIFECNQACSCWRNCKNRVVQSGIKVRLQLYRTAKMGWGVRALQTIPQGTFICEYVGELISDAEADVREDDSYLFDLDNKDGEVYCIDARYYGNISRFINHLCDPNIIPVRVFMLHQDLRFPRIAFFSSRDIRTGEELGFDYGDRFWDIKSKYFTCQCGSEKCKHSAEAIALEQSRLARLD
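Using a bead-based AlphaScreen, monomethylated H3K9 product from 2 h room-temperature reactions (G9a 20 nM, peptide 500 nM, SAM 20 uM) was detected with 0.5 ug/mL rabbit anti-H3K9me1 antibody.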
PGK inhibitor: T. brucei PGK inhibition; P07378; PGK/GAPDH coupled, Kinase-Glo luminescence, 60 min; Potency, µM (highest dose often 57.5 µM), inactives show at the highest dose activity change, negative = inhibition, most hits filed as inhibitors; 0.043% of 380,000 active; AID 602233; further: potency means the concentration at half of the fitted maximal effect; on the % scale 0 is the no-effect control and ±100 the full control effect; nearly all actives have a fitted effect of over 60% in size
Target sequence (P07378 whole entry, looked up): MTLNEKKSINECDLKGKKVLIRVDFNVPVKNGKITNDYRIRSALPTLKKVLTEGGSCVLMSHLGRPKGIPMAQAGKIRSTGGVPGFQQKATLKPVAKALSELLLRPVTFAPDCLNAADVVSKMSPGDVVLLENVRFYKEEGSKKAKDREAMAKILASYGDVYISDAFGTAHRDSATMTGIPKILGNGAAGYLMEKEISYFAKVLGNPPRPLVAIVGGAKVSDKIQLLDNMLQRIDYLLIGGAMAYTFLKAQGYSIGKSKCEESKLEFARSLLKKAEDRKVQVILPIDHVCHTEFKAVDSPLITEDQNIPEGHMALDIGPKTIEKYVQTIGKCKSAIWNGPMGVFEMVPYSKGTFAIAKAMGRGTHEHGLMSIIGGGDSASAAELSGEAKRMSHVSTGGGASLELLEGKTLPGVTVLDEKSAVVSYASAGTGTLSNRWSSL
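Recombinant glycosomal PGK reaction used 1,3-bisphosphoglycerate generated in-well by GAPDH (100nM final) in 100mM TEA pH 7.6, 5mM MgCl2, 0.01% Tween-20. After 60 minutes at room temperature, ATP was read by Kinase-Glo Plus luminescence end-point.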
HP1b chromo inh: HP1-beta chromodomain-methylated histone interaction inhibition; P83916; AlphaScreen HP1-beta / biotin-H3K9me3 peptide binding; Potency, µM (series often up to 114 µM), for inactives: at the highest dose activity change, negative = inhibition, actives largely listed as inhibitors; 0.56% of 390,000 active; AID 540317; further: potency means the concentration at half of the fitted maximal effect; nearly all actives have a fitted effect of over 70% in size; inactives centre near 23
Target sequence (P83916 whole entry, looked up): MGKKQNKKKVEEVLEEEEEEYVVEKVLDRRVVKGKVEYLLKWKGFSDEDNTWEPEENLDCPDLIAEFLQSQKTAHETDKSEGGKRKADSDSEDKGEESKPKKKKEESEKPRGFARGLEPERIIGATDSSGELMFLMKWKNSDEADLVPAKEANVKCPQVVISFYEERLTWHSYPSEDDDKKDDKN
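Compound inhibition of the preformed complex between 50 nM HP1-beta and 50 nM biotinylated H3K9me3 peptide was read by AlphaScreen. Buffer was PBS pH 7.4 with 0.01% Tween-20. Incubations ran 30 min at room temperature, with 10 ug/mL donor/acceptor beads.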
Pin1 inhibitor: blocks the human prolyl isomerase Pin1; Q13526; Potency, µM (series often up to 115 µM), for inactives: top-dose activity, negative = inhibition, actives largely listed as inhibitors; AID 504891; Pin1 FP peptide displacement, HiFluor488, 10 min; 0.009% of 390,000 active; active means well fitted inhibition curve with a large enough effect in the polarisation, with a control signal flat, not every such curve was filed as active; inconclusive means small, poorly fitted or top-dose-only effect, or effect the other way, or a change in a side signal; inactive means no such curve, though single readings can be large or run the other way; the % refers to the polarisation; further: potency means the concentration at half of the fitted maximal effect; on the % scale 0 is the no-effect control and ±100 the full control effect
Target sequence (Q13526 whole entry, looked up): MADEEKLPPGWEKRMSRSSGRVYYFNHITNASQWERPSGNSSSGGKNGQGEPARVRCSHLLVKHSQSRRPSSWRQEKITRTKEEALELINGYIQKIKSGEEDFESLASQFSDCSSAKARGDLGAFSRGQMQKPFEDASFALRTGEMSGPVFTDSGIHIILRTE
GLS inhibitor: blocks human kidney-isoform glutaminase activity | AID 624170 | 0.21% of 410,000 active | Potency, µM (top dose mostly 45.5 µM), inactives show at the highest dose activity change, negative = inhibition, usual class: inhibitors | GLS enzymatic activity, qHTS titration | O94925; further: potency means the concentration at half of the fitted maximal effect; on the % scale 0 is the no-effect control and ±100 the full control effect
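Coupled fluorescence readout: glutamate oxidase/HRP/Amplex Red detect glutamate formed by hKGA from L-glutamine (1 mM solution added). Buffer 45 mM KH2PO4 pH 8.2, 0.02% Tween-20; reads at t0 and 30 min RT.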
Numbers without * were called inactive; i = inactive; u = inconclusive; x = not tested or not shown; & = joins results of further samples; ! = repeats disagree; [ ] = remark or other dose. Unless noted, the call rests on the fitted dose curve; in most records, active means well fitted curve in the direction sought with a large enough effect; inconclusive means small, poorly fitted or top-dose-only effect, or another doubt; inactive means no such curve, though single readings can be large; an effect the other way counts as inactive or inconclusive.

Values run as follows: Pin1 inhibitor	GLS inhibitor	PGK inhibitor	BAZ2B block	HP1b chromo inh	PI4K2A inh	G9a inh	Pol eta inh	JMJD2A Tudor inh
> COc1ccc(CN2CCCC(CNC(=O)c3ccc(F)cc3)C2)c(F)c1 (stereo not given)
→ -4%	-1%	1%	-27%	26%	1	20%	-10%	-12%
> CCOC(=O)CN(c1ccccc1C)S(=O)(=O)c1ccc(Cl)cc1
→ u	0%	8%	18%	85%[activator]	9	x	-10%	49%[activator]
> O=C(CNC(=S)NC(=O)C1CCCCC1)c1ccccc1
→ 0%	8%	-1%	5%	14%	1	-12%[59 µM]	-4%	-13%
> O=C(COC(=O)c1cccnc1)NC1CCCc2ccccc21 (stereo not given)
→ u	-2%	-7%	-14%	21%	-4	0%	-14%	-1%
> O=C(N1CCCCCC1)N1CCN(S(=O)(=O)N2CCCCC2)CC1
→ -3%	-4%	2%	0%	28%	5	14%[12.7 µM]	-18%	-2%
> COCCN(CC(=O)Nc1cccc(C)c1C)C(=O)C1(c2ccccc2)CC1
→ 0%	-2%	-2%	x	22%	-1	x	-25%	-11%
> COc1cc2c(cc1O)[C@@H]1Cc3cc(OC)c(OC)cc3C(C2)N1C
→ -2%	9%	-3%	3%	31%	-4	13%[59 µM]	-9%	-12%
> Cn1c(C(=O)NCCCN2CCCCC2)cc2sccc21
→ -2%	2%	-10%	-1%	3%	-6	12%[2.33 µM]	0%	-12%
> CC1CCCCN1C(=O)CSc1nnc(-c2ccccc2O)o1 (stereo not given)
→ 4%	7%	8%	2%	25%	7	u	-5%	-14%
> COc1ccc(Br)cc1CNC(=O)CCSCc1ccc(Cl)cc1
→ 13%	2%	-5%	-1%	34%	-9	-18%[59 µM]	-15%	-7%
> COc1ccc(OC)c(S(=O)(=O)N2CCC(C(=O)Nc3ccc(C)c(C)c3)CC2)c1
→ 8%	-2%	-4%	-7%	11%	5	18%[0.0925 µM]	-18%	-12%
> O=C(OCC(=O)N1CCOCC1)c1ccc2c(c1)OCCO2
→ -1%	-8%	-12%	4%	47%[activator]	0	-1%	-13%	-4%
> Cc1ccc(C)n1-c1nn(S(=O)(=O)c2cccc3cccnc23)c2cccc(F)c12
→ -7%	-1%	-1%	-33%	2%	2	x	-6%	-23%
> CCOC(=O)C1=C(COC(=O)COc2ccccc2OCC)NC(=O)NC1C (stereo not given)
→ -5%	-1%	-3%	9%	14%	0	0%	-5%	1%
> Cc1[nH]c(=O)c(C(=O)c2ccccc2O)cc1C(=O)O
→ -7%	10%	-3%	-14%	-12%	1	4%	-16%	-14%
> c1ccc(CNCC2COc3ccccc3O2)cc1 (stereo not given)
→ -1%	5%	-3%	-2%	24%	5	21%[59 µM]	8%	-3%
> CSc1nc2c(c(=O)[nH]1)C(c1cccc(Br)c1)CC(=O)N2 (stereo not given)
→ 2%	-1%	-5%	-12%	28%	34	9%	1%	-9%
> Cc1ccc(F)cc1NC(=S)NCCc1ccccc1
→ 3%	1%	-4%	-22%	1%	-5	13%[59 µM]	-12%	-16%
> COc1ccc2cc(C(C)C(=O)N3CCC(C(N)=O)CC3)ccc2c1 (stereo not given)
→ -11%	-4%	-1%	12%	25%	2	6%	-9%	-5%
> N#Cc1ccc(OC(=O)C2CCN(C3=NS(=O)(=O)c4ccccc43)CC2)cc1
→ 1%	7%	14%	4%	19%	2	1%[12.7 µM]	-15%	-3%
> c1ccc2c(-c3nnc(SCc4cn5ccccc5n4)o3)c[nH]c2c1
→ -1%	7%	-6%	-11%	21%	-4	8.9µM*	6%	-20%
> COc1ccc(CN(C(=O)CNC(=O)c2ccco2)C(C(=O)NCC2CCCO2)c2ccccc2)cc1 (stereo not given)
→ 0%	-13%	-8%	-12%	13%	0	0%	-2%	-2%
> Cc1ccc(N2CC(C(=O)NC3CCSC3=O)CC2=O)cc1 (stereo not given)
→ 3%	4%	i	0%	31%	5	5%	-15%	-7%
> N#CCCN1CCN(S(=O)(=O)c2ccc(S(=O)(=O)NC3CCCC3)cc2)CC1
→ -7%	1%	i	7%	36%	-5	35µM*	-13%	-6%
> COc1ccc(Cl)cc1N(C)C(=O)c1cc2c(=O)oc3ccc(C)cc3c2s1
→ 12%	2%	-3%	-4%	39%[activator]	2	4%[59 µM]	-20%	-2%
> COc1ccc(Cl)cc1S(=O)(=O)N1CCCc2ccccc21
→ 10%	-4%	-5%	12%	83%[activator]	3	83%[activator]	5%	38%[activator]
> CC(=O)Nc1cccc(/C(C)=N/NC(=S)NC(C)C)c1
→ 1%	4%	-3%	-23%	29%	0	0%	6%	-6%
> CC(=O)C1CCC2C3CCC4=CC(=O)C=CC4(C)C3C(=O)CC12C (stereo not given)
→ -1%	-12%	3%	x	14%[57 µM]	2	x	0%	0%
> Cc1ccccc1C(=O)NCC(c1ccco1)N1CCc2ccccc2C1 (stereo not given)
→ -1%	-1%	-8%	2%	16%	-5	-7%[2.33 µM]	-20%	-10%
> Cc1cccc(CSCc2ccc(C(=O)NCCc3ccccc3)o2)c1
→ 5%	-1%	-8%	34%	45%[activator]	-1	14%[59 µM]	-19%	7%

Two consecutive compounds out of the list so far:
Values run as follows: Pin1 inhibitor	GLS inhibitor	PGK inhibitor	BAZ2B block	HP1b chromo inh	PI4K2A inh	G9a inh	Pol eta inh	JMJD2A Tudor inh
> Cc1ccccc1C(=O)NCC(c1ccco1)N1CCc2ccccc2C1 (stereo not given)
→ -1%	-1%	-8%	2%	16%	-5	-7%[2.33 µM]	-20%	-10%
> Cc1cccc(CSCc2ccc(C(=O)NCCc3ccccc3)o2)c1
→ 5%	-1%	-8%	34%	45%[activator]	-1	14%[59 µM]	-19%	7%

Additional results follow.
Values run as follows: Pin1 inhibitor	GLS inhibitor	PGK inhibitor	BAZ2B block	HP1b chromo inh	PI4K2A inh	G9a inh	Pol eta inh	JMJD2A Tudor inh
> CCC1(c2ccccc2)NC(=O)N(CC(=O)Nc2ccc(N3CCOCC3)cc2)C1=O (stereo not given)
→ -3%	27%	-6%	x	-5%	-8	x	-12%	-19%
> COc1ccc(N2CCN(C(=O)CN(C)S(=O)(=O)c3cccs3)CC2)cc1
→ u	2%&18%	-6%&-9%	-5%&-21%	13%&-5%	-2&2	50µM*!	-13%&-15%	-12%&-28%
> CN(C)/C=C1\C(=O)N(c2ccc([N+](=O)[O-])cc2)N=C1c1ccccc1
→ -13%	16%	-2%	u	-23%	-51*	u	-11%	-5%[57.1 µM]
> CN(C)C(=O)c1ccc(S(=O)(=O)NCc2ccccc2Cl)s1
→ -4%	3%	-2%	1%	34%	-5	23%[59 µM]	-10%	-12%
> CCCc1ccc(C2Sc3ccccc3NC3=C2C(=O)c2ccccc23)cc1 (stereo not given)
→ 6%	-6%	-9%	10µM*	u	-1	7.9µM*	-30%	16µM*
> COc1ccccc1/C=C1\SC(=O)N(CCC(=O)N(C)C2CCS(=O)(=O)C2)C1=O (stereo not given)
→ 0%	-25%	4%	-31%	14%	-3	6%	-9%	-30%
> C=C(C)CNC(=S)N/N=C(\C)c1ccc(Cl)s1
→ 1%	14%	-2%	-11%	5%	-4	26%[59 µM]	-19%	-16%
> COc1ccc2c(c1)c(C)cc[n+]2Cc1ccccc1
→ -7%	1%	0%	-2%	36%	-7	-24%	-14%	1%
> O=C1c2ccccc2C(Nc2ccc3c(c2)OCCO3)N1Cc1ccco1 (stereo not given)
→ -40%	5%	-3%	u	-11%	-5	40µM*	-24%	u
> O=C(CN(c1ccccn1)S(=O)(=O)c1ccccc1)N/N=C/c1cccc([N+](=O)[O-])c1
→ 19%	-28%	0%	u	14%	-1	u	-8%	-6%
> CC(C)C(=O)NC(=S)Nc1ccc(S(=O)(=O)NC(C)(C)C)cc1
→ 0%	7%	i	-10%	11%	-7	-51%[2.33 µM]	-19%	-8%
> O=C(CCNS(=O)(=O)c1ccc(Cl)cc1)NCc1ccccn1
→ -18%	0%	-4%	14%	37%[activator]	1	-14%[59 µM]	-2%	-11%
> Cc1cnc(C)c(N2CCN(Cc3nc(-c4ccc(C)o4)oc3C)CC2)n1
→ -1%	0%	-10%	-27%	21%	4	u	-15%	-23%
> CC(C)CN(C(=O)CSc1nc2ccccc2c(=O)n1C)C1CCS(=O)(=O)C1 (stereo not given)
→ 5%	-4%	5%	6%	30%	-5	-9%[2.33 µM]	1%	-10%
> Cc1ccc(NS(=O)(=O)c2cc(C(=O)N3CCN(C)CC3)ccc2C)cc1C
→ 2%	-7%	-2%	-3%	18%	1	-1%	-10%	1%
> CSCC[C@H](NC(=O)Nc1ccc(S(N)(=O)=O)cc1)C(=O)O
→ -3%	-11%	-5%	-1%	29%	8	-1%	-25%	-3%[11.4 µM]
> CCn1ncc(C(=O)Nc2ccc(S(=O)(=O)N3CCCC3)cc2)c1C
→ 1%	9%	-6%	6%	33%	4	-22%[59 µM]	-4%	-14%
> COc1cccc(NC(=O)C2CSC3(C)CCC(=O)N23)c1 (stereo not given)
→ 4%	2%	i	7%	8%	-4	1%	-7%	-6%
> CN(C(=O)c1ccncc1)c1ccccc1
→ -2%	-5%	i	-15%	17%	3	17%	-6%	-13%
> CCC(C)NC(=O)c1ccc(N2CCC3(CC2)OCCO3)c([N+](=O)[O-])c1 (stereo not given)
→ -2%	1%	i	0%	10%	-1	-29%[59 µM]	-1%	-17%
> O=C(NCc1ccccc1)c1ccc2c(c1)OCCO2
→ 1%	1%	i	-2%	21%	0	16%[59 µM]	-11%	-8%
> O=C(Nc1ccc(N2CCOCC2)cc1)C1CCN(S(=O)(=O)c2cccc(C(F)(F)F)c2)CC1
→ x	14%	1%	x	x	0	x	4%	x

These rows are one share of the data. The share of hits here may be higher or lower than overall.
